sEH inhibitor – blocks human soluble epoxide hydrolase activity | P34913 | recombinant human sEH enzymatic activity assay | inhibition, % at 2 µM | 91,000 compounds, 0.34% hits | AID 707; in the data active = inhibition above about 80%; also: values of inactives mirror those of a sister screen read the other way; many of its hits are not listed in these tables
PostGolgi yeast – growth inhibition of a yeast mutant, post-Golgi transport screen | post-Golgi transport phenotypic cell assay | inhibition, % at 10 µM | 98,000 compounds, 0.9% hits;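 also: yeast cells grown in 1536-well plates; yeast grown about 18 h at 30C before absorbance read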
CD11b adhes inh – blocks human CD11b/CD18 adhesion to fibrinogen; P05107+P11215; K562 CD11b/CD18 adhesion to fibrinogen, ATPlite luminescence; Mn2+ added to activate the integrin; inhibition, % at 10 µM; 93,000 compounds, 0.54% hits; AID 1497;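 active = primary inhibition of 50% or more at 10 µM, then 40% or more on retest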; also: some results filed as inactive read as strong as hits
Target sequence (P05107 whole entry, looked up, other chains not shown): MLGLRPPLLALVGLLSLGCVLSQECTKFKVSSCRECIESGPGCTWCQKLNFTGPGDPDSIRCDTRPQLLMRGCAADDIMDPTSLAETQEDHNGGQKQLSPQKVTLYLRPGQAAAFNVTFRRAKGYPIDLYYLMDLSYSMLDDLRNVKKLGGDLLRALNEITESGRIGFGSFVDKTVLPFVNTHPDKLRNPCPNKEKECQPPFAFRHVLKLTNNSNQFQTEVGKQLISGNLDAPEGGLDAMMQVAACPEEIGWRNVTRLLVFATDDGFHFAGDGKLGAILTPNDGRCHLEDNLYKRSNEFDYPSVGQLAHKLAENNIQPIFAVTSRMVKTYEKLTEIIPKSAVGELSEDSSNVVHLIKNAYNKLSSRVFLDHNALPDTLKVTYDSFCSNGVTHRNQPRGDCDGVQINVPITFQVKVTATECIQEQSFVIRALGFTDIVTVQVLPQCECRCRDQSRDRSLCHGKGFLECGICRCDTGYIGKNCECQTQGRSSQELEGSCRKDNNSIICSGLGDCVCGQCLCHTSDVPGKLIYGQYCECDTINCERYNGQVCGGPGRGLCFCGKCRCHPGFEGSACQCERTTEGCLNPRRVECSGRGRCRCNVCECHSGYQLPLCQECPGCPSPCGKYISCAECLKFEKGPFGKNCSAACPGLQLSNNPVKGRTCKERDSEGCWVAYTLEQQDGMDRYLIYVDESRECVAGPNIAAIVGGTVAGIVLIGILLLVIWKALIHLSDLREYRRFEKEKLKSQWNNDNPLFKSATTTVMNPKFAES
sEH activator – soluble epoxide hydrolase (human) activation; 91,000 compounds, 0.04% hits; P34913; purified human sEH enzymatic activity, activator screen; activation, % at 2 µM; in the data active = activation above about 37%; also: values of inactives mirror those of a sister screen read the other way
S1P2 ag – activates the human S1P2 receptor. S1P2-expressing cell line, agonist reporter read-out. activation, % at 4.5 µM. 97,000 compounds, 0.46% hits; in the data active = activation above about 16%;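 also: 0% = vehicle low control and 100% = maximal reference agonist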
Target sequence (O95136 whole entry, looked up): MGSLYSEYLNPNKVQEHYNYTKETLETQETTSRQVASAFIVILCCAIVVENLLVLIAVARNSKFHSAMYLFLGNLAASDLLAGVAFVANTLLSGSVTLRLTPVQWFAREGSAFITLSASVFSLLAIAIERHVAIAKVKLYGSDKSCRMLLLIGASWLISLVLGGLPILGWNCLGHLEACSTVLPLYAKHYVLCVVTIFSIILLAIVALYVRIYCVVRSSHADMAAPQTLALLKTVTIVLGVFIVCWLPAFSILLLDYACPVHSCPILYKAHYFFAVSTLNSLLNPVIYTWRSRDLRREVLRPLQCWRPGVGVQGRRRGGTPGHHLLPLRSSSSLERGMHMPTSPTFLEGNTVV
S1P2 blocker – antagonists of human S1P2 receptor; inhibition, % at 5 µM; 97,000 compounds, 0.21% hits; AID 736; O95136; cell-based S1P2 antagonist assay, inhibition at 5 uM; in the data active = inhibition above about 45%;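 also: CRE beta-lactamase reporter cells expressing human S1P2 stimulated with S1P; 0% = agonist at EC80 alone and 100% = agonist plus reference antagonist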
PLAP activator – activates human placental alkaline phosphatase. AID 696. purified PLAP enzyme, luminescent substrate read-out; stronger effect = higher value. 96,000 compounds, 1.2% hits. activation fold at 20 µM; in the data active = activation fold above about 2
Ecoli WT expand – E. coli BW25113 growth inhibition, expanded screen; OD600 absorbance; growth inhibition, % at 100 µM; 98,000 compounds, 0.15% hits; AID 710;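 active = growth inhibition above about 50% at one test dose, limit read from the data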;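 also: growth measured after 20 h incubation at 37 °C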
PostGolgi ctrl – yeast control strain growth, post-Golgi counter-screen. efflux-deficient yeast background strain, growth absorbance A615, 16 h. inhibition, % at 10 µM. 98,000 compounds, 5% hits. AID 738
Active calls of the source: *; · = not tested or not shown. Rule as the data show it, unless noted: active = inhibition above about 30%; inactive = the rest. Compounds as they come; overall some 7.1% were active at least once.

SMILES	sEH inhibitor	PostGolgi yeast	CD11b adhes inh	sEH activator	S1P2 ag	S1P2 blocker	PLAP activator	Ecoli WT expand	PostGolgi ctrl
Cc1cc(C)n(C(=O)c2ccc(NC(=O)C3COc4ccccc4O3)cc2)n1 (stereo not drawn)	-3	-18	-1	4	-3	-15	1	-16	33*
COCCCNC(=O)Cn1nnc(-c2ccc(NC(=O)c3ccc(F)cc3)cc2)n1	·	6	-22	·	·	·	1.2	-4	4
Cc1c(C(=O)NC2CCCc3ccccc32)oc2ccccc12 (stereo not drawn)	5	12	-8	-3	-3	2	0.9	0	-10
CC(C)CNC(=O)c1ccccc1NC(=O)Nc1ccccc1	3	-9	-4	-2	-9	-1	1	-1	0
Cc1ccccc1Cn1c(=N)n(CC(=O)c2ccco2)c2ccccc21	-10	-1	0	8	-2	8	1	-9	7
COC(=O)CSc1nnc(-c2cccnc2)n1-c1cc(OC)cc(OC)c1	-3	-2	-2	0	-3	9	1	-3	1
Cc1cc(C)nc(/N=c2/ssnc2Cl)c1	4	64*	-3	-4	-6	39	1	-4	54*
O=C(OCc1cc2ccccc2[nH]c1=O)c1ccccc1	3	-3	-6	-4	-1	-19	0.8	-4	8
CCOC(=O)c1ccccc1NC(=O)CSc1nnc(COc2ccccc2)n1CC	-1	-9	7	0	-6	-4	1.5	-9	18
O=C(Nc1ccc(-c2cn3ccccc3n2)cc1)c1ccc(Cl)cc1	8	-4	·	-7	-4	14	1.1	-2	27
O=C1C2CCCN2C(c2ccccc2)N1c1ccc(F)cc1 (stereo not drawn)	-1	-5	2	-1	-3	13	1.1	-4	0
CC1(C)NC(=O)N(CC(O)COc2cc3ccccc3cc2C(=O)N2CCCCC2)C1=O (stereo not drawn)	·	-8	·	·	-4	5	·	-6	2
COc1cccc(-c2cn3nc(C)c(C)nc3n2)c1	-20	4	6	18	2	2	1.5	4	19
Cc1ccc2oc(=O)c3cnn(CC(=O)N(Cc4ccco4)C4CCCCC4)c3c2c1	1	1	-13	0	-2	-2	1	1	30
O=C(/C=C/c1ccccc1Cl)NCc1ccccc1	39	5	·	-40	-3	27	0.9	-1	-4
CCOc1ccc2cc(/C=C/C(=O)c3ccco3)c(Cl)nc2c1	-6	11	9	2	-9	30	1.2	-17	19
CCOC(=O)N1CCN(C(=O)CCCN2C(=O)CSc3nc(C)cc(C)c32)CC1	·	17	9	·	·	·	1.5	-2	-4
COCCNC(=O)C(c1ccccc1)N(Cc1cccs1)C(=O)Cn1nnc2ccccc21 (stereo not drawn)	-15	1	4	15	-3	7	1.4	-2	0
Cc1ccc(-c2noc(CN3CCOCC3)n2)cc1	-13	12	·	12	-7	-11	1.1	6	2
CCc1ccccc1S(=O)(=O)Cc1ccc(C(=O)N2CCN(c3ccccn3)CC2)o1	-2	3	6	4	-5	-11	1.5	2	18
Cc1cc(N2CCCCC2)c(F)cc1[N+](=O)[O-]	-5	0	-30	8	-7	4	0.7	1	2
Nc1nc(SCc2ccc3c(c2)OCCO3)n[nH]1	-6	-2	4	9	-6	-8	1.8	7	-3
CCOC(=O)N1CCN(C(=O)Nc2ccccc2Cl)CC1	3	7	-12	-3	-3	-5	0.9	4	12
CC1CN(c2nc3ccccc3nc2C(C#N)C(=O)OC2CCCCC2)CC(C)O1 (stereo not drawn)	7	1	·	-11	-9	8	1.1	-6	-4
Clc1cc(Cl)c(OCc2nc(-c3ccccn3)no2)cc1Cl	0	3	-4	3	-5	-1	0.8	-13	13

Individual results from the results shown:
Under PostGolgi yeast, COCCCNC(=O)Cn1nnc(-c2ccc(NC(=O)c3ccc(F)cc3)cc2)n1 has 6
Under sEH activator, CC(C)CNC(=O)c1ccccc1NC(=O)Nc1ccccc1 has -2
Under Ecoli WT expand, Cc1cc(C)n(C(=O)c2ccc(NC(=O)C3COc4ccccc4O3)cc2)n1 (stereo not drawn) has -16
Under CD11b adhes inh, Cc1c(C(=O)NC2CCCc3ccccc32)oc2ccccc12 (stereo not drawn) has -8
Under PLAP activator, Cc1ccc(-c2noc(CN3CCOCC3)n2)cc1 has 1.1

Grouped by structure, the entries above with fluorine
SMILES	sEH inhibitor	PostGolgi yeast	CD11b adhes inh	sEH activator	S1P2 ag	S1P2 blocker	PLAP activator	Ecoli WT expand	PostGolgi ctrl
COCCCNC(=O)Cn1nnc(-c2ccc(NC(=O)c3ccc(F)cc3)cc2)n1	·	6	-22	·	·	·	1.2	-4	4
O=C1C2CCCN2C(c2ccccc2)N1c1ccc(F)cc1 (stereo not drawn)	-1	-5	2	-1	-3	13	1.1	-4	0
Cc1cc(N2CCCCC2)c(F)cc1[N+](=O)[O-]	-5	0	-30	8	-7	4	0.7	1	2

Further compounds.
SMILES	sEH inhibitor	PostGolgi yeast	CD11b adhes inh	sEH activator	S1P2 ag	S1P2 blocker	PLAP activator	Ecoli WT expand	PostGolgi ctrl
O=C(c1ccc(S(=O)(=O)N2CCCCC2)cc1)N1CCCc2ccccc21	0	5	5	3	-6	-10	0.9	1	23
COCCn1c(SCC(=O)N2CCCCC2)nc2ccccc2c1=O	·	14	6	·	-5	-7	1.1	-3	10
Cc1nc2c(sc3nc4c(cc32)COC(C)(C)C4)c(=O)n1CC(=O)NCc1ccco1	·	-6	·	·	-2	-34	·	-1	-3
CN1CCN(c2ccc(Cl)cc2NC(=O)c2ccc(S(=O)(=O)N3CCCCCC3)cc2)CC1	·	16	5	·	·	·	1.6	-7	14
Cn1c(=O)[nH]c(=O)c2c1nc(SCCN1CCCCC1)n2Cc1ccccc1	-14	15	-39	9	-2	10	1.5	4	0
O=C(OCc1nnc(-c2ccccc2)o1)C1=COCCO1	1	0	-30	-3	-9	6	0.9	5	-1
Cc1cccc2cc(C#N)c(NCCCn3ccnc3)nc12	0	40*	-2	0	4	13	1.5	16	9
CC1Cc2ccccc2N1C(=O)c1cnc2ccccn2c1=O (stereo not drawn)	·	1	-14	·	·	·	0.9	3	-3
Cc1cccc(NC(=S)NNC(=O)c2nn(C)cc2Cl)c1	-2	4	·	2	-10	-7	1.7	27	-1
O=C(CN1CCC(O)(c2ccccc2F)CC1)NCCc1c[nH]c2ccccc12	7	-5	-3	-6	-5	-22	1.3	14	-1
Cc1cc(C)c2c(CC(=O)O)coc2c1	-3	-5	-4	2	-8	-3	0.9	-6	0
COc1ccc(NC(=O)/C(Cl)=C(/Cl)S(=O)(=O)Cc2ccc(C)cc2)cn1	-14	97*	8	11	-11	90*	0.8	1	84*
CN(c1ccccc1)S(=O)(=O)c1ccc(C(=O)Nc2nnc(-c3ccc(F)cc3)o2)cc1	15	9	-24	-15	-5	21	1.3	-8	5
Cc1nn(-c2ccccc2)c(Cl)c1C(=O)Nc1nnc(C2CCCC2)s1	·	-4	16	·	·	·	1.5	-22	4
COc1cccc(NC(=O)CN2CCN(S(=O)(=O)c3ccc(F)cc3)CC2)c1	-9	-2	-3	6	-2	-113	1.4	-4	0
CCn1c(Cn2nnc(-c3ccccc3)n2)nnc1SCc1ccc(Cl)c(Cl)c1	4	2	30	-4	-8	8	1.4	-30	46*
COc1cccc(C(=O)NC2CC3CCCC(C2)N3CC(=O)Nc2ccccc2)c1 (stereo not drawn)	·	0	·	·	-7	8	1.5	-1	3
O=C(Nc1ccc2oc(-c3ccccc3Cl)nc2c1)c1cncc(Br)c1	38	1	4	-38	-5	-5	0.9	-6	1
Oc1oc(-c2ccco2)nc1C=Nc1cccc(Cl)c1	·	-1	-4	·	·	·	0.8	-6	24
O=C(NCCCc1ccccc1)c1ccc(Br)o1	45	-1	8	-43	-1	2	1.1	10	3
O=S(=O)(Nc1nccs1)c1ccc(NS(=O)(=O)c2cccs2)cc1	-8	4	9	7	-7	-2	1.2	4	2
OCCn1c(SC2CCCCC2)nc2ccccc21	4	-1	0	-1	-4	8	0.9	-5	2
CCC(C)[C@H](NC(=O)OC(C)(C)C)C(=O)N/N=C/c1cccc2nccnc12 (stereo partly drawn)	6	-6	-1	-7	-3	-21	1.8	-2	8
CCN1CCn2c3c(c4cc(Cl)ccc42)CCCC31 (stereo not drawn)	·	1	-5	·	-5	7	1.1	-1	11
Cc1ccc(C)c(S(=O)(=O)Nc2ccc(S(=O)(=O)Nc3onc(C)c3C)cc2)c1	11	18	-11	-12	-2	-13	1.1	-3	6

(more compounds)
SMILES	sEH inhibitor	PostGolgi yeast	CD11b adhes inh	sEH activator	S1P2 ag	S1P2 blocker	PLAP activator	Ecoli WT expand	PostGolgi ctrl
Cc1c(N(C)C(=O)c2ccc3c(c2)OCO3)c(=O)n(-c2ccccc2)n1C	9	·	·	-6	0	1	·	·	·
CCOC(=O)c1nnn(-c2nonc2N)c1-c1ccc(OCC)cc1	4	1	-21	-2	-3	-2	1	8	12
N#CC1=C(SCc2ccccc2)NC(=O)CC1c1ccco1 (stereo not drawn)	22	1	1	-21	0	10	0.8	-3	5
CC1(C)CC(=O)N(CC(=O)O)c2ccccc2S1(=O)=O	-1	-2	-30	3	0	-2	1	4	5
O=C(COc1ccc(Cl)cc1)NCCSCc1cccc(Cl)c1	6	5	·	-8	-3	-10	1.1	-5	39*
Cc1ccc(S(=O)(=O)NC2(C(F)(F)F)C(=O)Nc3c2c(=O)n(C)c(=O)n3C)cc1 (stereo not drawn)	-9	-1	-11	9	-7	-11	0.8	-2	2
C=CCOc1ccc(Cl)cc1C(=O)O	-1	0	3	6	0	-7	1.1	-1	17
Cc1c(C2N3CC4(C)CN2CC(C)(C3)C4=O)c2ccccc2n1C (stereo not drawn)	·	1	-3	·	·	·	0.9	-11	9
CC(C)N(CCNC(=O)C1CCN(S(=O)(=O)N2CCOCC2)CC1)Cc1ccccc1	5	-7	·	-3	-1	4	1.3	-7	5
O=S(=O)(c1ccc2c(c1)OCCO2)N1CCC(c2nc3ccccc3[nH]2)CC1	29	4	8	-30	-2	-5	1.1	-2	7
CCCCOc1ccc(C(CC(=O)NC)C(=O)O)cc1 (stereo not drawn)	3	-4	-2	-6	0	-8	1	-13	7
O=c1cc(-c2ccccc2)n(S(=O)(=O)c2ccc3ccccc3c2)o1	-5	·	·	3	-8	-27	·	·	·
Cc1csc(NC(=O)CSc2nnc(-c3ccccn3)n2-c2ccc(C)c(C)c2)n1	-1	4	14	0	3	-22	1.5	-19	1
CCOC(=O)CSc1nnc(CNC(=O)c2cccs2)n1-c1cc(OC)ccc1OC	-2	-12	-20	3	-1	-8	1.1	-7	9
COc1ccc(CNCCc2ccccc2)cc1OCC(N)=O	5	3	·	-3	-2	-8	1	-3	1
COCc1nnc(NS(=O)(=O)c2c(C)cc(C)cc2C)s1	-9	0	2	7	-2	11	1.1	-9	10
CCCn1c(N)c(C(=O)CSc2nnc(C)n2Cc2ccccc2)c(=O)n(C)c1=O	-4	2	-24	2	-1	0	1.5	-5	-6
O=C(O)C1C2C=CC(C2)C1C(=O)Nc1ccc(C(=O)N2CCCCC2)cc1 (stereo not drawn)	-4	-2	-13	3	0	-11	1.2	2	6
COc1cccc(NC(=O)CCN2CCC(C(N)=O)CC2)c1	·	-4	-7	·	-3	22	0.9	2	-11
CCOC(=O)C(NC(=O)CCC(=O)Nc1ccc(S(N)(=O)=O)cc1)C(O)c1ccccc1 (stereo not drawn)	·	-1	-13	·	·	·	0.9	1	7
Cc1ccc(-n2c(SCc3ccc([N+](=O)[O-])cc3)nc3ccccc3c2=O)cc1	3	1	·	-1	-7	-20	0.9	-17	13
CCNC(=O)/C(=C/c1ccco1)NC(=O)/C=C/c1ccccc1	-14	-4	-9	13	-2	-20	1.1	-3	-1
O=C(Cc1ccccc1)Nc1ccccc1N1CCN(c2ccccc2)CC1	5	6	-21	-7	-1	3	1.2	0	5
O=S(=O)(Nc1ccc2nc(-c3ccc(Br)o3)[nH]c2c1)c1ccccc1	15	-2	·	-17	-2	-6	1	2	6
COc1ccc(CCN(C)CCC(=O)Nc2cc(C)ccc2C)cc1OC	1	-2	·	-4	-7	2	·	-3	-3
COc1ccc(Cl)cc1NC(=O)CC(C)=O	-8	-1	-10	8	-4	-4	1.5	-5	8
COc1ccc(C(=O)N2CCN(c3nnnn3-c3ccccc3)CC2)cc1OC	0	4	-3	-1	-3	-15	1.4	-4	4
Cc1ccc(-c2cc(-c3ccc(F)cc3)nc(N)c2C#N)o1	-11	9	1	13	4	-22	1.1	-4	8
N#Cc1c[nH]n2c(=O)c3c(nc12)CCCC3	-1	-2	·	1	-10	-2	0.9	-9	10
O=C(c1ccc2c(c1)C(=O)N(Cc1ccco1)C2O)N1CCOCC1 (stereo not drawn)	·	-6	-1	·	-5	-2	1.1	6	-2
